Bioassay records deposited in PubChem BioAssay by several laboratories.
IEC-6 cytotox: kills IEC-6 intestinal cells in KLF5 counter-screen | AID 1825 | 290,000 compounds, 0.78% hits | IEC-6 cytotoxicity, luminescence viability | inhibition, % at 5 µM; in the data active means inhibition above about 22%;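 further: 0% = plate median of test compound wells and 100% = cytotoxic reference compound wells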
SKKanGAS inh: inhibitors of SKKanGAS S. pyogenes growth in kanamycin (SK-promoter or general growth effect) | inhibition, % at 7.5 µM | BacTiter-Glo, 6 h | 300,000 compounds, 1.3% hits;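 active means mean replicate score, as percent of positive control median, at least 50; inconclusive means mean below 50 but one replicate at or above 50; inactive means mean and every replicate below 50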;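 further: strain carries kanamycin resistance gene driven by streptokinase promoter and grows in 40 µg/ml kanamycin; loss of luminescence reflects streptokinase promoter inhibition or plain growth inhibition; 0% = median of DMSO wells and 100% = positive control at its reference dose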
aSyn 5UTR inh: 5' untranslated region of α-synuclein, MLPCN primary screen | alpha-synuclein 5'UTR reporter, inhibitor activity | inhibition, % (tested at 7.5 µM) | 300,000 compounds, 0.82% hits | AID 1813; in the data active means inhibition above about 60%; inconclusive means no clear call, values can overlap the other calls;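 further: H4 neuroglioblastoma cells stably carrying SNCA 5'UTR luciferase fusion; 0% = DMSO wells and 100% = positive control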
KLF5 inhibitor: kruppel-like factor 5 inhibition; DLD-1 KLF5 promoter-luciferase reporter, luminescence; inhibition, % at 5 µM; 290,000 compounds, 0.23% hits;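 active means inhibition above a per-plate limit of that plate's mean compound inhibition plus 3 SD, cut at about 60% in these data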;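 further: 0% = DMSO wells and 100% = LY294002 at 200 µM; higher means less KLF5 promoter-driven luciferase light; inactives centre near -14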
AI-2 QS modul: Vibrio harveyi AI-2 quorum sensing modulation; activity change, % at 7.5 µM; Vibrio harveyi JMH597 AI-2 luminescence/OD600 ratio, 9 h; active compounds read low; strain lacks LuxN and CqsS sensors; 0 = neutral-control median; 300,000 compounds, 0.4% hits; in the data active means activity change below about -75%, passing the limit was not always enough; inconclusive means no clear call, values can overlap the other calls;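 further: luminescence divided by OD600 gain over 9 h not by final OD600 alone; inactives centre near 13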
HSF1 inh: HSF1 inhibition; activity change, negative = inhibition, % at 7.5 µM (by protocol); AID 2098; NIH3T3-HGL HSE-luciferase, MG132-induced, luminescence 8 h; active compounds read low; 300,000 compounds, 0.77% hits;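 active means more than half of replicate wells show activity change below -50%, luminescence cut by over half; inconclusive means some wells, but at most half, below -50%; inactive means no replicate well below -50%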;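 further: luciferase reports HSF-1 transcriptional activity via heat shock element; 0% = median of DMSO wells and -100% = zero luminescence signal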
HSP90 inh: blocks HSP90-mediated luciferase refolding in reticulocyte lysate; inhibition, % at 5.6 µM; Rabbit reticulocyte lysate, luciferase refolding luminescence, 3 h; AID 1789; 290,000 compounds, 0.91% hits;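 active means inhibition above the screen-wide mean plus 3 SD, computed separately per campaign, cut at about 16% in these data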;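 further: 0% = DMSO wells and 100% = 60 µM geldanamycin wells; inhibitors lower the luminescence because luciferase stays unfolded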
Platelet DG rel: modulates dense granule release in human platelets; 300,000 compounds, 0.22% hits; AID 1663; human platelet-rich plasma, SFLLRN dense granule ATP release, luminescence; inhibition, %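 (compounds screened at 7.5 µM in platelet-rich plasma)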;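 active means mean replicate score, as percent of positive control, at or above 50; inconclusive means mean below 50 but at least one replicate at or above 50; inactive means mean and every replicate below 50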
HSF-1 act: increases HSF-1 driven luciferase reporter signal. NIH3T3-HGL HSF-1 luciferase reporter, MG132, 8 h; 100% = twice DMSO control signal. AID 504408. activation, % at 9 µM. 300,000 compounds, 1.7% hits;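 active means mean replicate activation of at least 50% with a set share of replicates each reaching 50%; inconclusive means only one of those two conditions met; inactive means mean below 50% and too few replicates reaching it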;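 further: 0% = median of the neutral control wells and 100% = twice that signal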
HIF activator: HIF pathway transcriptional activation | activation, % at 7.5 µM (by protocol) | U2OS HRE-luciferase reporter, luminescence; normalized: DMSO 0%, desferrioxamine 100% | 300,000 compounds, 0.32% hits;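 active means mean activation of at least 10% of the iron chelator positive control signal, with at least half of replicates also reaching 10%; inconclusive means mean and replicate majority disagree about reaching 10%; inactive means mean and most replicates under 10%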
The depositor's hits bear a star.

`CCOC(=O)C1C(=O)C=C(c2ccc(Br)cc2)CC1c1ccco1` (stereo not given) gave IEC-6 cytotox 8, SKKanGAS inh 5, aSyn 5UTR inh -4, KLF5 inhibitor -9, AI-2 QS modul 5, HSF1 inh 7, HSP90 inh 1, Platelet DG rel 0, HSF-1 act 20 and HIF activator 0.9.
`Cc1ccc(C2(C)NC(=O)N(CC(=O)Nc3ccc(N4CCOCC4)cc3N3CCOCC3)C2=O)cc1` (stereo not given) gave SKKanGAS inh -3, aSyn 5UTR inh -1, HSF1 inh 4, Platelet DG rel -10, HSF-1 act 9 and HIF activator 0.0.
`O=C(C1CCN(c2nnc(-n3cccc3)s2)CC1)N1CCCCC1` gave IEC-6 cytotox 5, SKKanGAS inh 5, aSyn 5UTR inh -32, KLF5 inhibitor -47, AI-2 QS modul 23, HSF1 inh 2, HSP90 inh -5, Platelet DG rel -2, HSF-1 act 9 and HIF activator 1.2.
Cc1csc(SCc2nnc(-c3ccccc3Br)o2)n1 was read as IEC-6 cytotox -5, SKKanGAS inh 4, aSyn 5UTR inh -88, KLF5 inhibitor -136, AI-2 QS modul 7, HSF1 inh 23, HSP90 inh 4, Platelet DG rel -6, HSF-1 act 33 and HIF activator 1.1.
`CN1CCN(CCCNC(=O)c2ccc3c(=O)n(CCc4ccccc4)c(=O)[nH]c3c2)CC1` gave IEC-6 cytotox -6, SKKanGAS inh 3, aSyn 5UTR inh -28, KLF5 inhibitor -21, AI-2 QS modul -1, HSF1 inh 1, HSP90 inh 0, Platelet DG rel -4, HSF-1 act 16 and HIF activator -0.3.
`CN(C)c1nc(SCC#N)nc(N2CCOCC2)n1` gave IEC-6 cytotox -6, SKKanGAS inh 0, aSyn 5UTR inh 22, KLF5 inhibitor 8, AI-2 QS modul 12, HSF1 inh -6, HSP90 inh 4, Platelet DG rel -12, HSF-1 act -18 and HIF activator -0.2.
For Cc1ccnc(NS(=O)(=O)c2ccc(NC(=O)c3oc4ccccc4c3C)cc2)n1 the results were IEC-6 cytotox -16, SKKanGAS inh 13, aSyn 5UTR inh -4, KLF5 inhibitor -26, AI-2 QS modul 12, HSF1 inh -1, HSP90 inh -3, Platelet DG rel -10, HSF-1 act 7 and HIF activator -0.4.
`Cc1cccc(OCCNC(=O)c2cccc(Oc3ccc(C(F)(F)F)cc3[N+](=O)[O-])c2)c1` gave IEC-6 cytotox -2, SKKanGAS inh 15, aSyn 5UTR inh 6, KLF5 inhibitor -46, AI-2 QS modul 23, HSF1 inh -1, HSP90 inh -3, Platelet DG rel 15, HSF-1 act 16 and HIF activator -0.5.
For CSc1ncc2ncn(C3OC(CO)C(O)C3O)c2n1 (stereo not given) the results were IEC-6 cytotox -2, SKKanGAS inh -10, aSyn 5UTR inh 10, KLF5 inhibitor 7, AI-2 QS modul 33, HSF1 inh 3, HSP90 inh -4, Platelet DG rel 0, HSF-1 act 10 and HIF activator 0.1.
Screening COc1ccc(N(CN2C(=O)c3ccccc3C2=O)C(=O)COc2ccc(Cl)cc2Cl)cc1 returned IEC-6 cytotox -1, SKKanGAS inh 2, aSyn 5UTR inh -7, KLF5 inhibitor -13, AI-2 QS modul 4, HSF1 inh 10, HSP90 inh -5, Platelet DG rel 1, HSF-1 act 25 and HIF activator 0.7.
For CC(C)c1ccc(N(CC(=O)NCCSC(C)(C)C)S(C)(=O)=O)cc1 the results were IEC-6 cytotox -3, SKKanGAS inh -18, aSyn 5UTR inh -83, KLF5 inhibitor -71, AI-2 QS modul -2, HSF1 inh 10, HSP90 inh -6, Platelet DG rel -9, HSF-1 act 31 and HIF activator 1.4.
For CCCCC(=O)NCCNc1nc2c(c(=O)n(C)c(=O)n2C)n1Cc1ccc(F)cc1 the results were IEC-6 cytotox 7, SKKanGAS inh -7, aSyn 5UTR inh 2, KLF5 inhibitor -2, AI-2 QS modul 14, HSF1 inh -3, HSP90 inh 2, Platelet DG rel 4, HSF-1 act -1 and HIF activator -0.2.
Screening CCOC(=O)C1(CCOC)CCN(C(=O)c2sccc2C)CC1 returned IEC-6 cytotox -10, SKKanGAS inh -18, aSyn 5UTR inh 6, KLF5 inhibitor -39, AI-2 QS modul 13, HSF1 inh -4, HSP90 inh 2, Platelet DG rel -21, HSF-1 act 13 and HIF activator 0.1.
Screening O=C(/C=N/NC(=O)c1ccc(Cl)cc1Cl)c1ccccc1 returned IEC-6 cytotox 4, SKKanGAS inh -9, aSyn 5UTR inh -6, KLF5 inhibitor -25, AI-2 QS modul -1, HSF1 inh 37, HSP90 inh 1, Platelet DG rel 0, HSF-1 act 57* and HIF activator 1.2.
CC(C(=O)N1CCN(C2c3ccccc3-c3ccccc32)CC1)N1C(=O)c2ccccc2C1=O (stereo not given) was read as IEC-6 cytotox -5, SKKanGAS inh -6, aSyn 5UTR inh 21, KLF5 inhibitor 5, AI-2 QS modul 17, HSF1 inh 18, HSP90 inh 4, Platelet DG rel -16, HSF-1 act 46 and HIF activator -0.2.
`COc1ccc(-c2n[nH]c(=S)n2/N=C/c2cccn2C)cc1` gave IEC-6 cytotox 0, SKKanGAS inh 7, aSyn 5UTR inh 20, KLF5 inhibitor -17, AI-2 QS modul 6, HSF1 inh -2, HSP90 inh 0, Platelet DG rel 13, HSF-1 act 3 and HIF activator -0.1.
For Cc1cn(C(=O)C(C)N2C(=O)c3ccccc3C2=O)c(C)n1 (stereo not given) the results were IEC-6 cytotox 5, SKKanGAS inh 1, aSyn 5UTR inh 11, KLF5 inhibitor 6, AI-2 QS modul 1, HSF1 inh -4, HSP90 inh 7, Platelet DG rel -1, HSF-1 act 6 and HIF activator -0.3.
`Cc1cc(C(=O)COc2nncc3ccccc23)c(C)n1C` gave IEC-6 cytotox 2, SKKanGAS inh 2, aSyn 5UTR inh -30, KLF5 inhibitor 4, AI-2 QS modul 13, HSF1 inh 3, HSP90 inh -4, Platelet DG rel -4, HSF-1 act 8 and HIF activator 0.9.
Cc1ccccc1NC(=O)c1c(C)cc(=O)oc1C was read as IEC-6 cytotox 0, SKKanGAS inh 5, aSyn 5UTR inh -14, KLF5 inhibitor 2, AI-2 QS modul 16, HSF1 inh -7, HSP90 inh 7, Platelet DG rel 10, HSF-1 act -4 and HIF activator -0.4.
Cc1ccc(N(CC2CO2)S(=O)(=O)c2ccc(C)cc2)cc1 (stereo not given) was read as IEC-6 cytotox -15, SKKanGAS inh -4, aSyn 5UTR inh 0, KLF5 inhibitor -12, AI-2 QS modul -3, HSF1 inh -5, HSP90 inh 1, Platelet DG rel 18, HSF-1 act 3 and HIF activator -0.6.
Screening Cc1ccc(C(=O)OCC(=O)N2CC(C)CC(C)C2)cc1S(=O)(=O)N1CCOCC1 (stereo not given) returned IEC-6 cytotox -11, SKKanGAS inh 0, aSyn 5UTR inh -4, KLF5 inhibitor -18, AI-2 QS modul 23, HSF1 inh 4, HSP90 inh -1, Platelet DG rel -4, HSF-1 act 4 and HIF activator -0.1.
COC(=O)c1ccc2c(=O)n(CCCN3CCCC3=O)c(=S)[nH]c2c1 was read as IEC-6 cytotox 2, SKKanGAS inh -1, aSyn 5UTR inh 3, KLF5 inhibitor -18, AI-2 QS modul 23, HSF1 inh 2, HSP90 inh 6, Platelet DG rel 4, HSF-1 act 17 and HIF activator 0.6.
For COCCCNC(=O)c1cccc(NC(=O)c2ccccc2)c1 the results were IEC-6 cytotox 11, SKKanGAS inh 14, aSyn 5UTR inh -25, KLF5 inhibitor 0, AI-2 QS modul 11, HSF1 inh -5, HSP90 inh -2, Platelet DG rel -1, HSF-1 act 11 and HIF activator -0.1.
For COc1ccc(/C=N/Nc2nc(N3CCCC3)nc(N3CCCC3)n2)cc1 the results were IEC-6 cytotox 1, SKKanGAS inh -5, aSyn 5UTR inh -14, KLF5 inhibitor -22, AI-2 QS modul 32, HSP90 inh 4 and Platelet DG rel -2.
Screening CC(=O)Nc1ccc(N(C(=O)c2ccco2)C(C(=O)NC2CCCC2)c2ccc(N3CCOCC3)cc2)cc1 (stereo not given) returned IEC-6 cytotox 4, SKKanGAS inh 0, aSyn 5UTR inh -9, KLF5 inhibitor -13, AI-2 QS modul -7, HSF1 inh -11, HSP90 inh -2, Platelet DG rel 3, HSF-1 act -22 and HIF activator 0.2.
CCn1c2ccccc2c2cc(NC(=O)C(=O)NCC3CCCO3)ccc21 (stereo not given) was read as IEC-6 cytotox 2, SKKanGAS inh -10, aSyn 5UTR inh -4, KLF5 inhibitor 2, AI-2 QS modul 43, HSF1 inh -5, HSP90 inh 1, Platelet DG rel -32, HSF-1 act -9 and HIF activator -0.8.
Screening CC1=C(C(=O)Nc2ccccc2)C(c2ccc(C(C)C)cc2)N2C(=O)CSC2=N1 (stereo not given) returned IEC-6 cytotox 6, SKKanGAS inh -4, aSyn 5UTR inh 23, KLF5 inhibitor 20, AI-2 QS modul 21, HSP90 inh -1, Platelet DG rel -4 and HIF activator 0.3.
For CCOC(=O)[C@@H]1[C@H]2COc3cc(OC)ccc3[C@H]2N2C(=O)N(c3ccc(C)cc3)C(=O)[C@@]12C the results were IEC-6 cytotox -5, SKKanGAS inh 16, aSyn 5UTR inh 21, KLF5 inhibitor -9, AI-2 QS modul 29, HSF1 inh 6, HSP90 inh -5, Platelet DG rel -11, HSF-1 act 20 and HIF activator -0.3.
Screening COc1ccc(-c2csc(N(CC3CCCO3)C(=O)c3ccc(C)cc3)n2)cc1 (stereo not given) returned IEC-6 cytotox 11, SKKanGAS inh -10, aSyn 5UTR inh 30, KLF5 inhibitor 9, AI-2 QS modul 7, HSF1 inh -3, HSP90 inh 1, Platelet DG rel -2, HSF-1 act -1 and HIF activator -0.4.
`C#CCNC(=O)c1ccc(OCc2ccccc2)cc1Cl` gave IEC-6 cytotox -10, SKKanGAS inh 1, aSyn 5UTR inh -41, KLF5 inhibitor -35, AI-2 QS modul 4, HSF1 inh 2, HSP90 inh -2, Platelet DG rel -30, HSF-1 act 5 and HIF activator 0.7.
Screening Cc1cc(C)n2nc(C(=O)N(C)C(c3ccccc3)c3ccccc3)nc2n1 returned IEC-6 cytotox -4, SKKanGAS inh -2, aSyn 5UTR inh 15, KLF5 inhibitor -11, AI-2 QS modul 32, HSF1 inh -5, HSP90 inh 3, Platelet DG rel 1, HSF-1 act 0 and HIF activator -0.4.
`CCCn1c(SCC(=O)NC23CC4CC(CC(C4)C2)C3)n[nH]c1=O` gave IEC-6 cytotox 3, SKKanGAS inh 5, aSyn 5UTR inh 12, KLF5 inhibitor -21, AI-2 QS modul 16, HSF1 inh -7, HSP90 inh 2, Platelet DG rel -1, HSF-1 act -1 and HIF activator -0.4.
Screening COc1ccc(S(=O)(=O)Nc2ccccc2C(F)(F)F)cc1 returned IEC-6 cytotox 2, SKKanGAS inh -1, aSyn 5UTR inh 8, KLF5 inhibitor -28, AI-2 QS modul 12, HSF1 inh 17, HSP90 inh 2, Platelet DG rel -3, HSF-1 act inconclusive and HIF activator -0.3.

Hits appear at their usual frequency; about 6% have a hit in one of these screens.
